JMJD2A Tudor: qHTS Assay for Inhibitors of JMJD2A-Tudor Domain; AlphaScreen JMJD2A-Tudor / H3K4me3 peptide binding; actives 4.4% (n = 390,000); Potency, µM (doses to about 114 µM), inactives show at the top dose activity change, negative = inhibition, hits mostly inhibitors; note: % is set by controls: 0 for no effect and ±100 for the full control effect; nearly all actives have a fitted effect of over 50% in size
GLS inh: qHTS for Inhibitors of Glutaminase (GLS); Glutaminase kidney isoform, mitochondrial (Homo sapiens), O94925; GLS enzymatic activity, qHTS titration; Potency, µM (highest dose often 45.5 µM), without a hit: top-dose activity change, negative = inhibition, usual class: inhibitors; actives 0.21% (n = 410,000); AID 624170, 2012; note: % is set by controls: 0 for no effect and ±100 for the full control effect
Target sequence (O94925 whole entry, looked up, canonical isoform): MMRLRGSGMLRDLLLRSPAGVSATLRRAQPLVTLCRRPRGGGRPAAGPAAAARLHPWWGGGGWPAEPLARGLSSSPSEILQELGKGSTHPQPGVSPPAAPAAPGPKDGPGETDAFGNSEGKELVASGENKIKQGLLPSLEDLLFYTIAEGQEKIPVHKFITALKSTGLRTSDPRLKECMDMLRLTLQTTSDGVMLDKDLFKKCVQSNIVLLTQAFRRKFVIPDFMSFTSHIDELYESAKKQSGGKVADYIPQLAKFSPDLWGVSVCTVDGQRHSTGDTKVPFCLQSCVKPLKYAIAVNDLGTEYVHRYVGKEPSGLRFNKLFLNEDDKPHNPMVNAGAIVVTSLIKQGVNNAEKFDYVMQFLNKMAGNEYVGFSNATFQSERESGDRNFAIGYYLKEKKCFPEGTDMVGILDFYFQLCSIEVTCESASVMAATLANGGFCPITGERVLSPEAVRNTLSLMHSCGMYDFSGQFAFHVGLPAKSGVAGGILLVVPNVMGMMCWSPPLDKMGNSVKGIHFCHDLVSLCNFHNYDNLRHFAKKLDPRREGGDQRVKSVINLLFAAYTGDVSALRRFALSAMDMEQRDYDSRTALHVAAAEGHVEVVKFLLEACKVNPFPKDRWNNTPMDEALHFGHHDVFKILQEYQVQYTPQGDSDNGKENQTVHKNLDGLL
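Enzyme dispensed in phosphate buffer (45 mM, pH 8.2, 0.02% Tween-20), compounds pinned in, then 1 mM L-glutamine solution and the glutamate oxidase–HRP–Amplex Red mix added; fluorescence read immediately and again after 30 min at room temperature.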
RGS4 inhibitor: Inhibitors of Regulator of G Protein Signaling (RGS) 4: qHTS. actives 0.039% (n = 390,000). AID 504845, 2011. Transcreener GDP fluorescence polarization, RGS4-accelerated GTP hydrolysis. Potency, µM (top dose mostly 114 µM), for inactives: at the highest dose activity change, negative = inhibition, hits mostly inhibitors. Regulator of G-protein signaling 4 (Homo sapiens), P49798; note: % is set by controls: 0 for no effect and ±100 for the full control effect; nearly all actives have a fitted effect of over 75% in size; some results filed as inactive show a strong effect at the top dose
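MLSMR compounds (23 nl, pin-transferred) preincubated 10 min at room temperature with a 500nM (2x) first reagent, then RGS4 at 900nM (2x) plus Transcreener GDP mix added; fluorescence polarization (620/688 nm) read before and after 90 min at 30 °C.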
Pin1 inh: qHTS Assay to Find Inhibitors of Pin1 | Peptidyl-prolyl cis-trans isomerase NIMA-interacting 1 (Homo sapiens), Q13526 | Pin1 FP peptide displacement, HiFluor488, 10 min | Potency, µM (top dose mostly 115 µM), for the others: at the highest dose activity, negative = inhibition, actives largely listed as inhibitors | actives 0.009% (n = 390,000) | AID 504891, 2011; active = well fitted inhibition curve with a large enough effect in the polarisation, with a control signal flat, not every such curve was filed as active; inconclusive = small, poorly fitted or top-dose-only effect, or effect the other way, or a change in a side signal; inactive = no such curve, though single readings can be large or run the other way; the % refers to the polarisation; note: % is set by controls: 0 for no effect and ±100 for the full control effect
ERG Ets-DNA blk: qHTS for Small Molecule Inhibitors of the ERG Ets/DNA interaction; Transcriptional regulator ERG (Homo sapiens), P11308; AID 624246, 2012; fluorescence polarization, His-ERG Ets domain / labelled DNA; Potency, µM (highest dose often 76.9 µM), inactives show at the top dose FP activity, negative = inhibition, hits mostly inhibitors; actives 0.028% (n = 370,000); active = well fitted inhibition curve with a large enough effect in the polarisation, with a control signal flat; inconclusive = small, poorly fitted or top-dose-only effect, or effect the other way, or a change in a side signal; inactive = no such curve, though single readings can be large or run the other way; the % refers to the polarisation;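 note: polarization taken with two DNA probes labelled with fluorescein and Texas red; % of control where 0% means no effect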
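His-tagged ERG Ets domain (1 uM in the protein solution; 300mM KCl, 50mM Tris-HCl, 1mM EDTA, 1mM DTT, pH 7.5) received compound, then a probe mix of 5 nM fluorescein-DNA and 100nM Texas-615-DNA. Fluorescence polarization was read for both dyes.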
HP1b chromo inh: HTS for Inhibitors of HP1-beta Chromodomain Interactions with Methylated Histone Tails. Chromobox protein homolog 1 (Homo sapiens), P83916. AlphaScreen HP1-beta / biotin-H3K9me3 peptide binding. Potency, µM (highest dose often 114 µM), inactives show top-dose activity change, negative = inhibition, actives largely listed as inhibitors. actives 0.56% (n = 390,000). AID 540317, 2011; note: nearly all actives have a fitted effect of over 70% in size; inactives centre near 23
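HP1-beta protein (50 nM final) preincubated 30 min at room temperature with biotinylated H3(1-18)K9me3 peptide (50 nM) in PBS pH 7.4, 0.01% Tween-20, then compound added for 30 min. AlphaScreen streptavidin donor/nickel chelate acceptor beads (10 ug/mL final), 30 min dark, luminescence read.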
TrxR1 inh: qHTS Assay for Inhibitors of Mammalian Selenoprotein Thioredoxin Reductase 1 (TrxR1): qHTS | recombinant rTrxR1, NADPH fluorescence consumption, selenite substrate | Potency, µM (highest dose often 114 µM), without a hit: top-dose activity change, negative = inhibition, most hits filed as inhibitors | actives 1% (n = 390,000) | AID 588453, 2011; note: % is set by controls: 0 for no effect and ±100 for the full control effect; nearly all actives have a fitted effect of over 65% in size
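Rat TrxR1 (90 nM in the dispensed reagent) was pre-reduced with 400 uM NADPH for 5 min at room temperature, then incubated with compound for 15 min. After 400 uM selenite was added, NADPH fluorescence (Ex 340/Em 450 nm) was followed for 8 min.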
ALOX12 inh: Primary qHTS assay for inhibitors of human arachidonate 12S-lipoxygenase (ALOX12): Round 2. purified 12hLO, xylenol orange hydroperoxide absorbance. AID 1671190, 2021. Polyunsaturated fatty acid lipoxygenase ALOX12 (Homo sapiens), P18054. Potency, µM (top dose mostly 108 µM), for inactives: top-dose activity change, negative = inhibition, most hits filed as inhibitors. actives 1.1% (n = 580,000); note: % is set by controls: 0 for no effect and ±100 for the full control effect
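Purified human 12hLO (150 nM final) in 25 mM Hepes, 0.01% Triton X-100, pH 7.0 was preincubated 15 min at room temperature with compound. Then 40 uM arachidonic acid was added, 30 min. Hydroperoxide was read by Fe-XO absorbance ratio 573/405 nm.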
Tb PGK inh: qHTS Assay to Find Inhibitors of Phosphoglycerate Kinase; PGK/GAPDH coupled, Kinase-Glo luminescence, 60 min; Phosphoglycerate kinase, glycosomal (Trypanosoma brucei brucei), P07378; actives 0.043% (n = 380,000); Potency, µM (titrated, usually from 57.5 µM), inactives show at the highest dose activity change, negative = inhibition, hits mostly inhibitors; AID 602233, 2012; note: % is set by controls: 0 for no effect and ±100 for the full control effect; nearly all actives have a fitted effect of over 60% in size
Target sequence (P07378 whole entry, looked up): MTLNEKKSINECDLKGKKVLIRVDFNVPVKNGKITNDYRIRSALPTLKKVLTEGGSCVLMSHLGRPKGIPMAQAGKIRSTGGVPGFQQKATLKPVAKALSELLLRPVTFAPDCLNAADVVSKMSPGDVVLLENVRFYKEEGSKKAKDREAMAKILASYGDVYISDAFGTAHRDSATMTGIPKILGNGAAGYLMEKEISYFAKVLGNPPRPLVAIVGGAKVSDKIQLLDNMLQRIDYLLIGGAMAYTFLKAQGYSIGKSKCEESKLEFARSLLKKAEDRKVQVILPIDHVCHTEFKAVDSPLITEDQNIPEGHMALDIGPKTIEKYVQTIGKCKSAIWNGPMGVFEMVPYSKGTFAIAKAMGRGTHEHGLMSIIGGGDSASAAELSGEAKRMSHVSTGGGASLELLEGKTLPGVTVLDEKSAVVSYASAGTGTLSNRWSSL
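Luminescent ATP detection (Kinase-Glo Plus) follows a 60-minute room-temperature incubation, with wells lacking PGK as controls. Buffer: 100 mM TEA (pH 7.6), 5 mM MgCl2, 0.01% Tween-20. Coupling enzyme GAPDH (100 nM final) supplies unstable 1,3-BPG in-well.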
* = called active by the depositor; i = inactive; ? = inconclusive; . = not tested or not shown; & = joins results of further samples; [ ] = another dose, or the depositor's remark. Unless noted, calls come from the whole dose curve; as a rule, active = well fitted curve in the direction sought with a large enough effect; inconclusive = small, poorly fitted or top-dose-only effect, or another doubt; inactive = no such curve, though single readings can be large; an effect the other way counts as inactive or inconclusive. Potency is the fitted concentration of half-maximal effect.

no.	structure	JMJD2A Tudor	GLS inh	RGS4 inhibitor	Pin1 inh	ERG Ets-DNA blk	HP1b chromo inh	TrxR1 inh	ALOX12 inh	Tb PGK inh
1	Cc1csc(Nc2cccc3ccccc23)n1	?	0.0%	-33.1%	-1.6%	-4.0%	?	14.9%[57.1 µM]	-20.5%	-2.8%
2	Cc1nc(SCC(=O)N2CC(=O)Nc3ccccc32)nc(C)c1C	-13.1%	4.9%	-24.1%	-5.6%	3.8%	29.7%	17.4%[11.4 µM]	7.7%	i
3	CCc1ccc(NC(=O)Nn2cnnc2)cc1	-10.3%	-0.2%	1.3%	-1.9%	2.3%	27.6%	-3.1%	30.3%	-4.7%
4	COC(=O)c1ccc(Nc2nc3ccc(C)cc3n3cnnc23)cc1	-9.9%	0.6%	9.4%	6.6%	-5.9%	36.4%	-0.9%	15.8%	10.1%
5	O=C(COC(=O)c1nsc(Cl)c1Cl)NC1CCCCC1	-1.4%	-5.9%	8.7%	1.4%	28.2%	3.1%	-7.3%[57.1 µM]	-20.3%	-3.2%
6	COc1ccccc1N1CCN(C(=O)COc2cc(C)ccc2C)CC1	20µM*	3.1%	?	-0.5%	-1.0%	?	6.0%	-13.1%	-4.8%
7	CNS(=O)(=O)c1cccc(C(=O)OCC(=O)Nc2sc3c(c2C#N)CCCCC3)c1	-26.6%	0.8%	-9.4%	14.0%	1.1%	-14.0%	-0.5%[57.1 µM]	-28.5%	-6.1%
8	O=C(CN(Cc1ccccc1Cl)C(=O)CNS(=O)(=O)c1ccccc1)NCC1CCCO1 (configuration not stated)	-5.6%	-7.7%	15.6%	-2.0%	17.6%	40.8%[activator]	19.1%[57.1 µM]	-4.8%	0.8%
9	COc1cc(NC(=O)c2nn(C)c3c2CS(=O)(=O)c2ccccc2-3)cc(OC)c1	-23.4%&3.0%	-6.5%&3.2%	1.1%&-6.0%	9.9%&34.3%	6.6%&-0.4%	-4.9%&42.5%	16.5%&21.0%	-25.0%&-21.1%	-6.8%&-1.2%
10	O=C(CSc1ncnc2c1nnn2Cc1ccc(F)cc1)NC1CCCCC1	-4.8%	16.4%	3.6%	-7.4%	-1.8%	29.6%	16.0%[57.1 µM]	13.0%	0.0%
11	COc1cccc2cc(-c3nc(-c4cccs4)no3)c(=O)oc12	0.7%	-3.1%	-8.2%	1.4%	-9.7%	51.2%[activator]	10.0%[2.29 µM]	0.0%	9.6%
12	COc1ccc(N(CCN2C(=O)c3ccccc3C2=O)C(=O)c2cccc([N+](=O)[O-])c2)cc1	-24.4%	-10.9%	11.9%	1.9%	6.7%	9.4%	5.6%	-16.3%	-1.8%
13	COc1ccc(Cl)cc1S(=O)(=O)N1CCCC(C(=O)NCc2ccccc2)C1 (configuration not stated)	-7.6%	1.0%	-31.7%	-2.1%	1.4%	25.3%	-10.9%	116.9%[activator]	-2.6%
14	Clc1cccc(CN2CCC(Cc3ccccc3)CC2)c1	3.16µM*	-5.0%	-12.0%	-2.8%	-1.6%	?	13.0%	?	-6.8%
15	CC1CCCCC1NC(=O)Cn1cnc2sccc2c1=O (configuration not stated)	-6.2%	-1.1%	-31.5%	1.0%	-2.7%	34.1%[activator]	14.5%[57.1 µM]	-1.9%	i
16	Cc1[nH]c(=O)[nH]c(=O)c1/C=C/C(=O)OCC(C)C	-4.5%	7.0%	52.6%	-10.0%	-7.2%	3.1%	-4.4%	2.6%	-3.7%
17	CCOC(=O)CC1CCCCN1Cc1nc(-c2ccc(F)c(OC)c2)oc1C (configuration not stated)	-20.1%	-14.9%	-0.8%	-0.5%	-2.3%	19.0%	6.8%	-3.1%	0.9%
18	Cn1c(SCC(=O)c2ccc(F)cc2)nnc1-c1ccccn1	-11.7%	2.2%	6.8%	4.4%	-1.4%	3.2%	-5.0%[57.1 µM]	?	-5.9%
19	Nc1c(Cl)ncnc1Nc1ccc(C(=O)O)cc1	12.6µM*	21.3%	-0.6%	0.7%	.	28.5%	-7.1%	-0.6%	-0.7%
20	CCc1ccc(-n2nc(C)c3c(C(=O)Nc4cccc(C(F)(F)F)c4)cc(C)nc32)cc1	30.4%	-7.6%	-12.9%	-3.9%	1.2%	98.8%[activator]	36.5%	-2.1%	0.7%
21	O=C(Oc1ccc(F)cc1)c1nc(SCc2ccccc2F)ncc1Cl	16.4%	-30.9%	-5.3%	-1.3%	8.2%	73.2%[activator]	39.7%[activator]	-21.5%	-2.2%
22	CCOC(=O)C1=C(C)NC(=O)NC1C1CC=CCC1 (configuration not stated)	-21.3%[57.1 µM]	-7.8%	-23.3%[11.4 µM]	-0.4%	-5.2%	-5.3%	15.4%[57.1 µM]	-14.1%	-8.3%
23	CC(C)Cc1ccc(/C(=N/O)C(=O)O)s1	-15.2%	11.6%	-7.2%	3.2%	-5.6%	21.6%	6.6%[57.1 µM]	0.0%	-7.4%
24	Cc1cccc(NC(=S)N2CCN(S(C)(=O)=O)CC2)c1	-4.8%	-10.2%	29.1%	-2.4%	-12.7%	29.1%	23.0%	0.0%	i
25	Cc1cccc(C)c1-n1c(SCC(=O)Nc2ccc(C(=O)O)cc2)nnc1-c1cccc(S(=O)(=O)N(C)C)c1	8.2%	-2.2%	-7.6%	-0.9%	-2.7%	51.2%[activator]	12.3%	-9.2%	-7.5%
26	COCCN(Cc1nnc(-c2cccs2)o1)C(=O)c1cccc(S(=O)(=O)N2CCOCC2)c1	3.6%	-4.4%	-4.8%	-0.7%	17.1%	37.0%	14.9%	8.2%	i
27	O=C(C[C@@H]1C/C=C\C[C@H](NC(=O)OCC2c3ccccc3-c3ccccc32)C(=O)O[C@H](c2ccccc2)CNC1=O)NCCO	?	5.9%	15.7%	-1.3%	21.0%	-0.5%	-2.0%	?	-5.7%
28	CCc1nc(SCC(=O)N2c3ccccc3Sc3ccccc32)c2ccccc2n1	-7.7%	3.9%	-9.2%	?	-0.2%	33.7%	24.8%	1.3%	1.5%
29	CCN1CCOC(=O)C1CC(=O)Nc1ccc(C)c(Cl)c1 (configuration not stated)	-16.0%	-5.4%	-17.0%	-0.5%	3.1%	22.9%	?	-20.7%	-0.9%
30	Cc1ccc(N2C(=O)C(Cl)=C(NCCO)C2=O)c(C)c1	-4.3%	-14.2%	-8.9%	1.8%	4.8%	38.7%[activator]	?	0.0%	i
31	CCOC(=O)c1c(C)[nH]c(C(=O)COC(=O)[C@H](C)N2C(=O)C3CCCCC3C2=O)c1C (some centres not stated)	-34.5%	-9.1%	-16.2%	-12.2%	8.3%	?	12.7%	9.3%	-8.2%
32	O=C(COC(=O)c1cc(=O)c2ccccc2o1)NC1CCCCC1	-1.3%	4.8%	-4.0%	2.6%	-10.9%[15.4 µM]	-9.5%	18.2%[11.4 µM]	2.5%	4.8%
33	O=C(CN1C(=O)C2CC=CCC2C1=O)N1CCN(c2ccc([N+](=O)[O-])cc2)CC1 (configuration not stated)	-19.4%	3.1%	10.0%	13.8%	-6.3%	1.9%	-1.2%	-16.2%	-4.1%
34	O=C(COc1ccc(Cl)cc1Cl)Nc1cccnc1	-22.6%	13.4%	-15.1%	4.3%	-5.5%	37.5%	10.7%	7.8%	-1.2%
35	Nn1c(SCc2cc([N+](=O)[O-])cc3c2OCOC3)nnc1-c1cccnc1	0.3%	-7.9%	4.8%	2.1%	6.1%	38.7%	16.5%[57.1 µM]	1.0%	1.9%
36	CN(C(=O)CSc1nnc(Nc2ccccc2)s1)c1c(N)n(Cc2ccccc2)c(=O)[nH]c1=O	-15.1%[11.4 µM]	63.1%[activator]	-14.0%[11.4 µM]	-7.9%	-6.1%	-9.1%	17.2%[57.1 µM]	0.0%	1.0%
37	Cc1c(C(=O)Nc2ccccc2Br)oc2ccc(S(=O)(=O)N3CCCCCC3)cc12	?	0.0%	3.5%	-0.5%	-5.3%	20.5%	18.4%[57.1 µM]	-17.4%	6.5%
38	O=C(NC(=S)N1CCN(c2ccc([N+](=O)[O-])cc2)CC1)c1ccco1	-7.1%	-3.3%	-28.0%	11.4%	-2.2%	16.7%	-18.4%	-18.1%	-5.8%
39	CC12CCC=CC1C(c1ccc3ccccc3c1C=Cc1ccccc1)N(Cc1ccccc1)C2=O (configuration not stated)	-35.9%	.	-27.6%	9.5%	.	0.4%	38.4%[57.1 µM]	.	.

From PubChem BioAssay

The list is partial; count on the stated rates, not on these rows.
